TTR transcr act: increases transthyretin transcription; SH-SY5Y TTR promoter Gaussia luciferase, luminescence; 100% = recombinant luciferase protein wells; 92,000 compounds, 1.3% hits; activation, % at 16.7 µM;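 active means activation above the mean of all tested compounds plus 3 SD, cut at about 9.5% in these data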;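 further: cells exposed to compounds for one day before reading; 0% = median of all test compound wells on the plate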
Numbers without * were called inactive. These rows are one share of the data (hit frequency here may not be typical).

No.	molecule	TTR transcr act
1	O=C(N/N=C/c1cccc([N+](=O)[O-])c1O)C(O)(c1ccccc1)c1ccccc1	0.7
2	COc1ccc2c(OC)cc(=O)n(C)c2c1	0.7
3	COc1ccc(CCNC(=O)COC(=O)/C=C/c2ccc(OC)cc2OC)cc1	0.3
4	CN(c1ccc(C(=O)N2CCN(Cc3ccc4c(c3)OCO4)CC2)cc1)S(C)(=O)=O	1.3
5	Cc1c(C(=O)Nc2c3c(nn2C(C)(C)C)CS(=O)(=O)C3)cccc1[N+](=O)[O-]	1.0
6	CC(=O)c1[nH]c(C)c(C(C)=O)c1C	0.1
7	COc1ccc(-n2c3c(c(=O)[nH]c2=O)C(C(F)(F)F)(C(F)(F)F)N=C(CC(C)C)N3)cc1	-0.4
8	COc1ccc(/C=C2/SC(=O)N(CCC(=O)Nc3ccccc3C(=O)O)C2=S)cc1	0.0
9	CCC(C(=O)NC1CCCC1)N(C(=O)Cn1nnc(-c2ccc(C)o2)n1)c1cccc(O)c1 (stereo not drawn)	1.0
10	CC(C)CCNC(=O)C1CCN(S(=O)(=O)c2ccc3c(c2)CC(C)N3C(=O)C2CCC2)CC1 (stereo not drawn)	-1.7
11	COc1ccc(-c2cc(C3CCN(c4ncccc4[N+](=O)[O-])CC3)[nH]n2)cc1	-6.4
12	COc1cc(OC)cc(C(=O)NC(C(=O)Nc2ccc3c(c2)OCCO3)C(C)C)c1 (stereo not drawn)	4.1
13	C=CCN1C=C2C(=O)C(C)(OC(=O)CCc3ccccc3)C(=O)C=C2C=C1c1ccc(C#N)cc1 (stereo not drawn)	-0.7
14	COc1cc(S(=O)(=O)NCc2cccnc2)c(OC)cc1Br	3.5
15	CC(C)[C@H](NC(=O)NCc1ccc(F)cc1)C(=O)O	2.0

Sorted by formula weight (low to high): part of the list above
No.	molecule	TTR transcr act
6	CC(=O)c1[nH]c(C)c(C(C)=O)c1C	0.1
1	O=C(N/N=C/c1cccc([N+](=O)[O-])c1O)C(O)(c1ccccc1)c1ccccc1	0.7
8	COc1ccc(/C=C2/SC(=O)N(CCC(=O)Nc3ccccc3C(=O)O)C2=S)cc1	0.0

Rewritten with each value named: part of the list above
2) COc1ccc2c(OC)cc(=O)n(C)c2c1
  TTR transcr act = 0.7

10) CC(C)CCNC(=O)C1CCN(S(=O)(=O)c2ccc3c(c2)CC(C)N3C(=O)C2CCC2)CC1 (stereo not drawn)
  TTR transcr act = -1.7

Other results follow:
No.	molecule	TTR transcr act
16	CCOC(=O)c1ccccc1S(=O)(=O)N1CCN(c2nc(-c3cccs3)nc3ccccc23)CC1	4.2
17	CN(CC(=O)NCCc1ccc(F)cc1)Cc1cccc(Cl)c1	-0.2
18	CC1=C(C(=O)Nc2ccccc2C(=O)NC2CCCCC2)SCCO1	-0.1
19	Cc1cccc(NC(=O)c2cccc(NC(=O)c3ccco3)c2)c1C	1.6
20	CCn1cnc2scc(-c3ccccc3)c2c1=O	-0.3
21	O=C(COC(=O)Cc1ccccc1F)NNC(=O)c1ccc(Cl)cc1	-1.8
22	COc1cccc(CC2(CO)CCCN(Cc3cn[nH]c3C3CCCCC3)C2)c1 (stereo not drawn)	1.2
23	COc1ccc(NC(=O)COC(=O)Cc2c(F)cccc2Cl)cc1	0.0
24	N#Cc1c(NC(=O)CSc2ncc(-c3ccccc3)n2CC2CCCO2)sc2c1CCCC2 (stereo not drawn)	0.8
25	CN(CCc1ccccc1)C(=O)c1cccc(NC(=O)Cc2cccc(NC(=O)C3CCN(C(=O)C4CCC4)CC3)c2)c1	-1.8
26	COc1cc(CNC(=O)c2cccc(COc3ccc(Cl)cc3)c2)cc(OC)c1	-3.0
27	Cc1cc(Oc2ccc(Cl)cc2)nc(SCC(=O)c2ccccc2)n1	-1.1
28	O=C(Cc1ccccc1)NCC1OCCc2ccccc21 (stereo not drawn)	-0.9
29	COCCNc1oc(-c2ccc(C)cc2)nc1C#N	-0.5
30	CC(=O)c1ccc(NC(=S)N2CC(C)CC(C)C2)cc1 (stereo not drawn)	-0.1

Values by screen from above.
Entries 17–23 in TTR transcr act: -0.2, -0.1, 1.6, -0.3, -1.8, 1.2, 0.0

The list goes on.
No.	molecule	TTR transcr act
31	c1ccc(OCCSc2nnc3sc4ccccc4n23)cc1	1.0
32	O=C(c1ccc([N+](=O)[O-])cc1)n1nc(-c2ccccc2)nc1NCc1ccc(F)cc1	-1.4
33	Cc1ccc(CNc2nc(-c3cccs3)nc3ccccc23)cc1	2.8
34	CCOC(=O)c1sc2nc(C)c([N+](=O)[O-])c(COC)c2c1N	5.6
35	COc1cc(C=O)ccc1OCc1ccccc1Br	2.9
36	Fc1ccc(Nc2nnc(C(F)(F)F)s2)cc1	-1.5
37	COc1ccc(CCN(C)C(=O)C2CCCN(C3CCN(Cc4ccccc4)CC3)C2)cc1OC (stereo not drawn)	0.5
38	O=C(CSc1nc2ccccc2c(=O)n1-c1cccc(C(F)(F)F)c1)NC1CC1	-0.2
39	COc1cc(/C=C/C(=O)OC2CC3CCC2(C)C3(C)C)ccc1O (stereo not drawn)	-0.8
40	CN(C)C(=S)Nc1ccc(Cl)cc1	-0.6
41	O=C(c1ccc(Br)o1)N1CCN(C23CC4CC(CC(C4)C2)C3)CC1	-1.7
42	O=C(NCc1ccc2c(c1)OCO2)C1CCN(S(=O)(=O)c2ccc(Br)s2)CC1	-2.5
43	Cc1cccc(-c2nsc(SCC(=O)Nc3nccs3)n2)c1	-1.4
44	CCOC(=O)C1CC(C)=C(C)CC1C(=O)O (stereo not drawn)	0.4
45	CSC(=Nc1ccccc1)Nc1ccccc1	-1.1
46	COc1ccc(Br)cc1/C=N/Nc1ccc(Cl)c(C(=O)O)c1	-2.8
47	Cc1[nH]c2ccccc2c1C(=O)C(=O)NCc1cccs1	-0.2
48	COc1cccc(C(C(=O)NC2CCCCC2)N(C(=O)c2cccs2)c2ccc3c(c2)OCO3)c1 (stereo not drawn)	-0.2
49	COC(=O)C1C(O)=C(C(C)=Nc2cccc3ccccc23)C(=O)CC1(C)C (stereo not drawn)	0.1
50	C(=N\Nc1nc(N2CCCCC2)nc(N2CCCCC2)n1)/c1c[nH]c2ccccc12	-0.4
51	O=C(O)c1ccc(COc2ccc3ccccc3c2/C=C2/NC(=O)N(Cc3ccc(F)cc3)C2=O)cc1	0.9
52	CC(C)C(=O)N1CCCCCCN1C(=O)C(C)C	-1.0
53	Cc1cccc(NC2=NC3(CCCCC3)N=C(N)N2)c1C	0.0
54	O=C(CCc1c[nH]c2ccccc12)NCc1ccco1	2.5
55	CC(C)(C)NC(=O)CCC1COc2ccccc2O1 (stereo not drawn)	2.9
56	CC(=O)c1c(C)[nH]c(C(=O)CSc2nnc(-c3ccccc3)n2Cc2ccc3c(c2)OCO3)c1C	-1.2
57	OCCC1CN(Cc2nc3c(s2)CCCC3)CCN1Cc1ccsc1 (stereo not drawn)	0.1
58	Cn1ccc(=O)c2cc([N+](=O)[O-])ccc21	-0.7
59	CC(C)C(=O)Nc1ccccc1C(=O)OCC(=O)c1ccc2c(c1)OCCO2	1.9
60	O=C(c1cnn2c(C(F)(F)F)cc(-c3ccco3)nc12)N1CCCCCC1	4.5
61	COc1ccc(-n2cnnc2SCC(=O)NC2CCCCC2)cc1	-1.0
62	Cc1cc(C)cc(C(=O)NCCN2CCOCC2)c1	-0.5
63	Cc1cc(=S)c2ccccc2[nH]1	2.5
64	COc1ccc(CNC(=O)[C@H](C)N2C(=O)N3CCc4c([nH]c5ccccc45)[C@@]3(C)C2=O)cc1OC	-3.4
65	CCN1CCN(C(C(=O)NC2CCCCC2)c2cc3ccccc3o2)CC1 (stereo not drawn)	2.7
66	O=C(CN1CCOCC1)N/N=C/c1cc2ccccc2nc1Cl	1.5
67	CCOc1c(OC)cccc1C(=O)NCC1(c2ccccc2)CCCC1	-2.0
68	CCOC(=O)c1c(C)[nH]c(C(=O)COC(=O)CNC(=O)c2ccc(Br)cc2)c1C	4.5
69	CC1CN(C=O)CC(C)N1CCN1C(C)CN(C=O)CC1C (stereo not drawn)	-0.5
70	Fc1ccc2nc(N3CCCC3)sc2c1	1.6
71	COc1ccc(-c2cn(-c3ccc(C)cc3)c(=O)n2CC(=O)Nc2cccc(F)c2)cc1	0.2
72	CC1(Cc2ccc(Cl)s2)C(=O)Nc2c(Cl)ccc(Cl)c21 (stereo not drawn)	0.6
73	CCc1noc2c1/C(=N\O)CC(c1ccccc1)C2 (stereo not drawn)	-1.3
74	COc1cc(OC)c(/C=N/NC(=O)Cn2nc([N+](=O)[O-])cc2C)c(OC)c1	-0.6
75	Cc1ccc(C(=O)CSc2cc(C)[nH]c(=O)n2)cc1	0.1
76	COc1ccc(S(=O)(=O)N(C)CC(=O)Nc2ccc(C)cc2)cc1OC	-1.2
77	CSc1nc2nc(-c3ccccc3)cc(C(F)(F)F)n2n1	-1.9
78	CCOC(=O)c1sc2nc3c(cc2c1N)C(=O)CC(C)(C)C3	1.3
79	O=C(COC(=O)COc1ccccc1[N+](=O)[O-])NC1CCCC1	0.7
80	COc1ccc(NC(=O)CSc2nnnn2Cc2ccccc2)cc1	-4.1
81	C/C(=N\NC(=O)c1ccc(OC2CCCC2)cc1)c1ccc(C)s1	1.2
82	CC(C)(C)OC(=O)NCCc1nnc(SCc2ccccc2)o1	-2.4
83	Cc1cccc(C)c1NC(=O)c1ccc(-c2ccc(Cl)cc2Cl)o1	0.3
84	Cc1cc(=O)oc2c(CN3CCCCC3)c(O)ccc12	9.5
85	COc1ccc(NC(=O)C(c2ccccc2)c2ccccc2)c(OC)c1	0.7
86	Cc1ccc(C)c(S(=O)(=O)N2CCCC2CNC(=O)C(=O)NCC2CCCO2)c1 (stereo not drawn)	-0.6
87	O=C(Nc1ccccc1F)c1ccc(OCc2ccccc2)cc1	0.2
88	O=C(COc1ccc2ccccc2c1)Nc1ccc(Cc2ccncc2)cc1	-1.6
89	CCOC(=O)CC(C)(C)/C(C)=N/Nc1ccc([N+](=O)[O-])cc1[N+](=O)[O-]	-0.8
90	CC1=NNC(=O)C(CC(=O)Nc2ccc(Cl)c(Cl)c2)C1 (stereo not drawn)	-2.2

The listing continues:
No.	molecule	TTR transcr act
91	Cc1cccc(C)c1N1CCN(C(c2ccnc3ccccc23)c2nnnn2-c2ccc3c(c2)OCCO3)CC1 (stereo not drawn)	1.6
92	COc1ccc(NS(=O)(=O)c2cc(NS(=O)(=O)c3cc(C(=O)O)ccc3OC)ccc2C)cc1	-0.5
93	O=C1c2ccccc2NC(c2ccc(-c3ccc(C(F)(F)F)cc3)o2)N1O (stereo not drawn)	6.3
94	Cc1ccc(NC(=S)NC2CC3CCCC(C2)N3Cc2ccco2)cc1 (stereo not drawn)	0.1
95	CC(=O)c1ccc(NC(=O)C2CCCO2)cc1 (stereo not drawn)	1.4
96	COc1ccc(CC(=O)NCCCCc2ccccc2)cc1OC	-1.6
97	COc1cc(/C=N\NC(=O)c2ccc(-c3ccccc3)cc2)cc(OC)c1O	-1.3
98	CCCOc1ccc(CC(=O)NCC2(c3ccccc3)CCOCC2)cc1OC	-0.1
99	CC(C)(C)c1ccccc1OCCCCCNCCO	0.6
100	COc1cccc(C(=O)N2CCC[C@H]2C(=O)N2CCC[C@H]2C(=O)NCc2ccc(F)cc2F)c1	1.0
101	CCCOC1CCCN(C(=O)c2cc(Cl)c(Cl)cc2C(=O)O)C1 (stereo not drawn)	-0.1
102	CCOc1ccc(N=c2scc(-c3ccccc3)n2CCO)cc1	-3.9
103	CC(C)N=C(NC#N)SCc1ccc(F)cc1	-0.8
104	CCCn1c(SCC(=O)Nc2ccccc2C(=O)NC2CC2)n[nH]c1=O	0.4
105	COc1ccc(Cc2nnc(N=Nc3c(O)[nH]c4ccc(Br)cc34)[nH]c2=O)cc1	-0.1
106	COC(=O)C1CCN(C(=O)COC(=O)C2CCN(S(=O)(=O)c3ccc4c(c3)OCCO4)CC2)CC1	4.5
107	Cc1nn(Cc2noc(C(=O)NCc3ccc(F)cc3)n2)c(C)c1Br	3.7
108	Cc1ccc(NC(=O)CSc2nccn2Cc2ccccc2)cc1C	-5.5
109	O=C(CNC(=O)c1ccccc1F)NCCOc1cccc(Cl)c1Cl	0.9
110	COc1cc(CN2CCCC(CO)(Cc3ccccc3F)C2)ccc1O (stereo not drawn)	-0.9
111	CCCCNC(=O)c1ccc(NS(=O)(=O)c2ccccc2)cc1	1.4
112	Cc1ccc(NC(=S)NNC(=O)C2CC2c2ccc(C)cc2)cc1 (stereo not drawn)	-0.9
113	COc1cc2c(cc1OC)CN(C(=S)Nc1ccc(OC(F)F)cc1)CC2	0.3
114	Cc1ccc2nc(NC(=O)/C=C/c3ccc4c(c3)OCO4)sc2c1	1.6
115	COCCN(C(=S)Nc1cc(C)ccc1C)C(C)c1cccnc1 (stereo not drawn)	1.6
116	CC(C)NC(=O)CSc1nc(N)c(NC(=O)c2ccco2)c(=O)[nH]1	0.4
117	Oc1ccccc1Oc1c(F)c(F)nc(N2CCCC2)c1F	-3.2
118	CCc1n[nH]c(=S)n1/N=C/c1c(O)ccc2ccccc12	-2.3
119	CCc1nc2c(OCCC3CCCCC3)cccn2c1N(C=O)Cc1ccccc1	1.1
120	O=C1CC(Sc2nnc(-c3ccccc3O)o2)C(=O)N1c1ccccc1 (stereo not drawn)	-6.6

Quoted from the listing.
Reading for compound 39 in TTR transcr act: -0.8
Reading for compound 87 in TTR transcr act: 0.2
Reading for compound 118 in TTR transcr act: -2.3
Reading for compound 59 in TTR transcr act: 1.9
Reading for compound 75 in TTR transcr act: 0.1
Reading for compound 56 in TTR transcr act: -1.2

Further records follow.
No.	molecule	TTR transcr act
121	Cc1cc(N)n(-c2ccc(S(=O)(=O)N3CCOCC3)cc2[N+](=O)[O-])n1	0.1
122	O=C(Nc1ccc(Cl)cn1)c1cccc(S(=O)(=O)N2CCOCC2)c1	0.8
123	CCc1ccc(CCC(=O)Nc2ccccc2C(=O)O)o1	1.7
124	CCN(C(=O)CSc1nnc(-c2ccc(OC(F)F)cc2)n1N)C1CCS(=O)(=O)C1 (stereo not drawn)	0.2
125	COc1cc2c(cc1O)C(CSC)Cc1cc3c(cc1N(C)CC2)OCO3 (stereo not drawn)	-2.5
126	O=C(NCCc1ccc(Cl)cc1)c1ccc(CS(=O)Cc2ccccc2Cl)o1 (stereo not drawn)	15*
127	Cc1[nH]c2ccc(F)cc2c1CCNC(=O)C1CCCCC1C(=O)OCC(F)(F)F (stereo not drawn)	0.4
